PhoP inhibition: PhoP-dependent GFP reporter repression – Salmonella Typhimurium, primary screen (AID 1863) | inhibition, % at 50 µM; hits with a dose series show IC50 in µM | 300,000 compounds, 0.16% hits | S. Typhimurium PhoP-regulated promoter GFP reporter, 4 h; higher % means a stronger effect;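 active means inhibition over 29.93%, a cutoff 3 SD above the screen mean, later confirmed by dose response; inconclusive means inhibition over 29.93% but no dose response follow-up; inactive means inhibition at most 29.93% or unconfirmed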;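 further: 0% = low Mg2+ inducing control and 100% = high Mg2+ repressing control; strong numbers were not always called active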
LYP inhibition: PTPN22 lymphoid phosphatase activity blockers – biochemical, fluorescence intensity, uHTS (AID 1779); recombinant LYP phosphatase, fluorescence intensity; higher % means a stronger effect; inhibition, % at 11.5 µM; hits with a dose series show IC50 in µM; 290,000 compounds, 0.054% hits; in the data active means inhibition above about 50%;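 further: plate controls were vehicle with enzyme for no effect and no enzyme for full effect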
Rac1 GTP hydrolysis: MgcRacGAP GTPase-activating activity inhibitors, confirmation, biochemical, ADP Hunter fluorescence | MgcRacGAP-stimulated Rac1 GTP hydrolysis, ADP Hunter fluorescence; higher % means a stronger effect; GST-tagged Rac1 F28L mutant substrate | inhibition, % at 30 µM, or IC50 in µM where a hit was titrated | 340,000 compounds, 0.6% hits;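 active means first-screen hits whose inhibition reached a set limit at any dose in the follow-up dose series; inconclusive means inhibition above the set first-screen limit but never retested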;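 further: fluorescence reports GDP produced by GAP-driven GTP hydrolysis; strong numbers were not always called active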
GPR35 antagonists: GPR35 antagonists blocking zaprinast-driven arrestin recruitment, primary screen, imaging, U2OS, beta-arrestin-GFP, zaprinast agonist (AID 2058) | U2OS GPR35 beta-arrestin-GFP translocation imaging, zaprinast antagonism; higher % means a stronger effect | one-dose inhibition, % at 10 µM; IC50 in µM for titrated hits | 290,000 compounds, 0.052% hits;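 active means inhibition of at least 50% with at least 30 cells and total cytoplasm GFP at most 10,000,000; inconclusive means under 30 cells or total GFP of 10,000,000 plus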
NTR1 ag: agonists of NTR1, primary screen, imaging, U2OS cells, beta-arrestin-GFP, high content (AID 493036); NTR1-U2OS beta-arrestin-GFP spot imaging, agonist mode; activation, % at 20 µM; 330,000 compounds, 0.17% hits;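 active means activation at or above 40% of the spot to cytoplasm intensity ratio, with at least 20 cells analyzed; inconclusive means wells under 20 cells, flagged as cytotoxic or low count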;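 further: 0% = DMSO without peptide and 100% = 100 nM NTR1 peptide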
Target sequence (P30989 whole entry, looked up): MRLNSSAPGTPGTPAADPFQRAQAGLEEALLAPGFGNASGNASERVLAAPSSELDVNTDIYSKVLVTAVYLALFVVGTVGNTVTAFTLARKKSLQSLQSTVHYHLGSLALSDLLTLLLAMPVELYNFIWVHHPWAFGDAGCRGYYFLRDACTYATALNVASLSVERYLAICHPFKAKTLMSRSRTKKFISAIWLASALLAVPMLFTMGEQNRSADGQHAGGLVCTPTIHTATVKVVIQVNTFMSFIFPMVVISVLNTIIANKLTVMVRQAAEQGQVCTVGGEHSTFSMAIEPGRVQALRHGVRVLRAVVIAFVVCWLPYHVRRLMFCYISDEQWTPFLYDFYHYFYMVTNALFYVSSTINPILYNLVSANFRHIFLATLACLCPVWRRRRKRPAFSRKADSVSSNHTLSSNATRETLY
Myeloid diff 2: compounds promoting myeloid differentiation; ER-HoxA9 myeloid progenitors, lysozyme-GFP differentiation, flow cytometry; calls only at 10 µM; 360,000 compounds, 1% hits; AID 624256;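 active means normalized GFP-positive differentiation at or above the plate's own cutoff, the solvent-only control mean plus 3 SD; inconclusive means no clear call, values can overlap the other calls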;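 further: cells exposed to compound for four days before flow analysis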
GPR55 LPI antagonism: inhibition of LPI-stimulated GPR55 beta-arrestin translocation – imaging, U2OS, beta-arrestin-GFP, LPI agonist, primary screen (AID 2013); U2OS GPR55 beta-arrestin-GFP translocation imaging, LPI antagonism; higher % means a stronger effect; inhibition, % at 10 µM, or IC50 in µM where a hit was titrated; 290,000 compounds, 0.13% hits;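 active means spots per cell inhibited over 60%, with over 100 cells counted and total cytoplasm intensity under 500,000; inconclusive means wells with under 100 cells, flagged as likely toxic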;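 further: U2OS cells stably carrying GPR55 and arrestin-GFP stimulated by 5 µM LPI near EC80; imaged beta-arrestin-GFP aggregate spots per cell after agonist stimulation; plate controls were LPI-stimulated DMSO wells for no effect and DMSO wells without LPI for full effect; some results filed as inactive read as strong as hits; confirmed hits need IC50 under 10 µM and bright autofluorescent wells are also inconclusive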
Siah-1 displacement: Siah-1 peptide-binding antagonists, primary screen, biochemical, fluorescence polarization, rhodamine-plectin, uHTS (AID 1817); Siah-1 / rhodamine-plectin peptide fluorescence polarization; higher % means a stronger effect; displacement, % at 20 µM; hits with a dose series show IC50 in µM; 290,000 compounds, 0.02% hits;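 active means displacement of at least 50% at 20 µM, with a fluorescence ratio check between 0.3 and a set limit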;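 further: plate controls were Siah plus tracer with DMSO for no effect and tracer alone without Siah for full effect; strong numbers were not always called active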
HIV peptide binding: inhibitors of HIV fusion peptide binding, primary screen, biochemical, uHTS, fluorescence dequenching (AID 1986); cell-free peptide binding, fluorescence dequenching, 30 min; higher % means a stronger effect; inhibition, % at 20 µM; hits with a dose series show IC50 in µM; 290,000 compounds, 0.3% hits; in the data active means inhibition mostly above about 52%, no sharp cut-off; inactive means mostly below about 76%; further: some results filed as inactive read as strong as hits
NTR1 ag cell count 20 µM: second read-out of NTR1 ag, no call of its own (marks repeat the call); cell count; measured here: cell count, cytotoxicity flag
Myeloid diff 2 GFP+ MAC1+ %: second read-out of Myeloid diff 2, no call of its own (marks repeat the call); GFP+ MAC1+ double positive, %; measured here: differentiation confirmed by MAC1 staining
Numbers without * were called inactive; i = inactive; ? = inconclusive; . = no result given; + = active, no number.

SMILES	PhoP inhibition	LYP inhibition	Rac1 GTP hydrolysis	GPR35 antagonists	NTR1 ag	NTR1 ag cell count 20 µM	Myeloid diff 2	Myeloid diff 2 GFP+ MAC1+ %	GPR55 LPI antagonism	Siah-1 displacement	HIV peptide binding
Cc1ccc(C(=O)Nc2cc(C(F)(F)F)ccc2N2CCCCC2)cc1[N+](=O)[O-]	-6%	6%	0%	3%	3.5	29	i	0.9	-9%	-1%	0.6%
O=C(Nc1cccc(S(=O)(=O)N2CCOCC2)c1)c1c2c(nc3ccccc13)CCC2	-4%	7%	12%	-14%	-0.1	75	i	0.3	12%	39%	36%
C=CCn1c(-c2ccccc2)ccc(C#N)c1=O	1%	-5%	11%	-5%	1.8	57	i	1.0	16%	6%	1.6%
COC(=O)[C@H](Cc1ccccc1)NC(=O)c1ccc2ccccc2n1	0%	0%	4%	1%	2.3	40	i	1.7	-4%	9%	-0.2%
COCc1ccc(CN2CCCC(C(=O)Nc3ccc(-c4cccc(OC)c4)cc3)C2)o1 (centres undefined)	4%	-4%	4%	-7%	5.6	68	i	0.0	-4%	-4%	0.0%
CC(C)(Oc1ccc(Cl)cc1)C(=O)NCCCn1ccnc1	2%	-9%	0%	24%	2.7	53	i	6.1	6%	-2%	-1.6%
COC(=O)c1ccccc1NC(=O)/C=N/O	6%	-5%	8%	-9%	0.4	70	i	1.4	8%	2%	-0.8%
COCCn1c(SCc2cccnc2)nnc1-c1ccco1	-11%	-11%	0%	9%	-0.1	50	i	1.5	-5%	0%	1.6%
CCOC(=O)C1=C(CSc2nc3c(cc2C#N)CN(C)CC3)OC(N)=C(C#N)C1c1ccccc1 (centres undefined)	-34%	-6%	11%	0%	1.7	48	i	0.7	12%	6%	-0.4%
CCOC(=O)c1c(NC(=O)CCN2C(=O)c3ccccc3C2=O)sc(C(=O)OC(C)C)c1C	-6%	2%	2%	-2%	-0.3	57	i	0.8	-1%	-6%	-1.0%

Seven entries from above, reformatted:
| Compound | PhoP inhibition | LYP inhibition | Rac1 GTP hydrolysis | GPR35 antagonists | NTR1 ag | NTR1 ag cell count 20 µM | Myeloid diff 2 | Myeloid diff 2 GFP+ MAC1+ % | GPR55 LPI antagonism | Siah-1 displacement | HIV peptide binding |
| --- | --- | --- | --- | --- | --- | --- | --- | --- | --- | --- | --- |
| COC(=O)[C@H](Cc1ccccc1)NC(=O)c1ccc2ccccc2n1 | 0% | 0% | 4% | 1% | 2.3 | 40 | i | 1.7 | -4% | 9% | -0.2% |
| COCc1ccc(CN2CCCC(C(=O)Nc3ccc(-c4cccc(OC)c4)cc3)C2)o1 (centres undefined) | 4% | -4% | 4% | -7% | 5.6 | 68 | i | 0.0 | -4% | -4% | 0.0% |
| CC(C)(Oc1ccc(Cl)cc1)C(=O)NCCCn1ccnc1 | 2% | -9% | 0% | 24% | 2.7 | 53 | i | 6.1 | 6% | -2% | -1.6% |
| COC(=O)c1ccccc1NC(=O)/C=N/O | 6% | -5% | 8% | -9% | 0.4 | 70 | i | 1.4 | 8% | 2% | -0.8% |
| COCCn1c(SCc2cccnc2)nnc1-c1ccco1 | -11% | -11% | 0% | 9% | -0.1 | 50 | i | 1.5 | -5% | 0% | 1.6% |
| CCOC(=O)C1=C(CSc2nc3c(cc2C#N)CN(C)CC3)OC(N)=C(C#N)C1c1ccccc1 (centres undefined) | -34% | -6% | 11% | 0% | 1.7 | 48 | i | 0.7 | 12% | 6% | -0.4% |
| CCOC(=O)c1c(NC(=O)CCN2C(=O)c3ccccc3C2=O)sc(C(=O)OC(C)C)c1C | -6% | 2% | 2% | -2% | -0.3 | 57 | i | 0.8 | -1% | -6% | -1.0% |

(next part)
SMILES	PhoP inhibition	LYP inhibition	Rac1 GTP hydrolysis	GPR35 antagonists	NTR1 ag	NTR1 ag cell count 20 µM	Myeloid diff 2	Myeloid diff 2 GFP+ MAC1+ %	GPR55 LPI antagonism	Siah-1 displacement	HIV peptide binding
COc1ccc(C(O)(C(C)C)C(CN2CCOCC2)c2ccc(Cl)cc2)cc1 (centres undefined)	-8%	-1%	3%	-10%	9.5	85	i	0.4	12%	2%	-0.6%
Cc1nc(C2COc3ccccc3O2)sc1C(=O)O (centres undefined)	-2%	-7%	6%	-7%	-0.3	49	i	0.3	-4%	0%	1.6%
COc1cccc(NC(=O)c2nc3ncccn3n2)c1	2%	-3%	9%	8%	3.1	28	i	0.6	-6%	-2%	3.3%
CCCC1CCC(c2ccc(OCC)cc2)=CC1=O (centres undefined)	7%	-10%	8%	-6%	1.2	76	i	0.9	13%	1%	0.3%
NC(=O)C(CCC(=O)c1ccc(Br)cc1)S(=O)(=O)c1ccccc1 (centres undefined)	5%	1%	1%	-2%	1.8	71	i	0.4	-8%	0%	1.3%
COC(=O)c1ccc(SCC(=O)N2CCC(C)CC2)c([N+](=O)[O-])c1	-19%	-2%	6%	8%	2.1	72	i	0.3	4%	0%	-1.6%
Cc1ccn2cc(C34CC5CC(CC(C5)C3)C4)nc2c1	5%	-2%	7%	-7%	-1.4	54	i	0.1	8%	-1%	1.0%
CCOC(=O)C(=CNc1ccc2c(c1)nnn2-c1ccc(Cl)cc1)C(=O)OCC	-8%	-1%	2%	-6%	8.1	69	i	0.4	3%	-4%	9.7%
CCCCOCCCNS(=O)(=O)c1ccccc1	2%	-15%	4%	17%	-0.3	40	i	7.4	4%	3%	-3.3%
CCc1nc2ccccc2[nH]1	-9%	-2%	2%	5%	-0.3	46	i	0.6	-2%	1%	-1.1%
COc1ccccc1NC(=O)N1C2CCCC1CC(NC(=O)c1ccccc1)C2 (centres undefined)	-6%	-8%	2%	-6%	0.1	29	i	0.6	3%	7%	2.1%
C#CCOC(=O)CCCC(=O)Nc1ccccc1OC	1%	-1%	5%	-15%	-1.8	92	i	0.8	-1%	-1%	-2.4%
Cc1ccc(-c2nc3ccccc3[nH]2)cc1NC(=O)c1sc2ccccc2c1Cl	19%	-5%	5%	-3%	2.7	84	i	0.0	1%	-1%	1.2%
CC1CCN(Cc2c(O)ccc3c2O/C(=C\c2ccco2)C3=O)CC1	-18%	2%	14%	-2%	-0.5	72	i	0.7	7%	22%	57%*
O=C(COc1coc(CN2CCCc3ccccc32)cc1=O)Nc1ccc([N+](=O)[O-])cc1	1%	.	4%	.	0.0	53	+	1.9*	.	.	.
CCC(=O)NCCNc1ccc([N+](=O)[O-])cn1	-6%	3%	.	-2%	2.4	39	.	.	7%	9%	-0.5%
CCNc1nc(NCC)nc(OCCOC(=O)Nc2ccccc2)n1	0%	2%	9%	-4%	-0.8	65	i	0.5	10%	4%	0.8%
Cc1ccc2ncnc(-c3ccccc3)c2c1	7%	-6%	6%	3%	0.1	76	i	0.6	4%	3%	1.1%
CC(C)NC(=S)NCc1cccnc1	-1%	-5%	7%	-4%	-0.6	46	i	0.9	6%	3%	-0.5%
O=C(CC1CCCCC1)c1c(O)c2ccccc2oc1=O	-22%	-8%	8%	-2%	1.2	91	i	1.2	-12%	4%	4.9%

Next part (2 carried over from the part before).
SMILES	PhoP inhibition	LYP inhibition	Rac1 GTP hydrolysis	GPR35 antagonists	NTR1 ag	NTR1 ag cell count 20 µM	Myeloid diff 2	Myeloid diff 2 GFP+ MAC1+ %	GPR55 LPI antagonism	Siah-1 displacement	HIV peptide binding
CC(C)NC(=S)NCc1cccnc1	-1%	-5%	7%	-4%	-0.6	46	i	0.9	6%	3%	-0.5%
O=C(CC1CCCCC1)c1c(O)c2ccccc2oc1=O	-22%	-8%	8%	-2%	1.2	91	i	1.2	-12%	4%	4.9%
O=C(O)CCCN1C(=O)C2C3CCC(O3)C2C1=O (centres undefined)	10%	-1%	7%	7%	0.8	64	i	2.0	13%	-6%	2.6%
COc1ccc(CC(=O)N2CCCc3ccccc32)cc1OC	-12%	-12%	0%	-2%	-1.8	53	i	1.2	14%	-3%	-1.5%
O=C(OCc1cn(-c2ccc(Cl)cc2)nn1)c1ccccc1	-4%	-6%	4%	-9%	2.7	77	i	0.8	27%	0%	1.3%
Cn1c(=O)cc(OCC(=O)NC2CCCCC2)c2ccccc21	3%	-1%	8%	-2%	-1.2	105	i	1.0	5%	0%	0.2%
CCCc1cc(=O)[nH]c2nnc(SCC(=O)Nc3cc(C)on3)n12	-6%	.	2%	.	-0.3	54	i	0.4	.	.	.
CC(C)C(NC(=O)c1ccc(C(C)(C)C)cc1)C(=O)O (centres undefined)	-2%	-6%	6%	6%	1.9	67	i	0.4	0%	2%	-4.3%
O=C(COC(=O)c1ccc(Br)cc1)NCc1ccccc1	-9%	-3%	5%	-13%	1.6	53	i	0.3	-4%	-1%	1.3%
CCOc1ccc(CN(C)C(=O)NNC(=O)c2ccc(C)cc2)cc1OC	-3%	-10%	3%	4%	0.0	53	?	.	-8%	-3%	1.6%
COc1ccc(S(=O)(=O)N2CCOC23CCN(S(=O)(=O)c2ccc(C)cc2)CC3)cc1	0%	.	3%	.	4.4	56	i	1.4	.	.	.
COc1ccc(CC(=O)n2c(CC#N)nc3ccccc32)cc1OC	-4%	-9%	15%	10%	-0.8	42	i	1.0	1%	-1%	-3.5%
N#C/C(=N\Nc1ccccc1F)C(=N)N1CCCCC1	-2%	-3%	-4%	3%	1.3	78	i	0.4	9%	-9%	-0.5%
CC(=O)N1N=C(c2cccc([N+](=O)[O-])c2)OC1c1cccc(Br)c1 (centres undefined)	-7%	0%	9%	4%	-0.5	30	i	0.7	19%	23%	0.3%

Screens as filed in PubChem BioAssay.
